VLA-4 agonist – allosterically activates the human VLA-4 integrin; Jurkat cells, LDV-FITC binding, flow cytometry; P13612; activation, % at 10 µM (by protocol); 24,000 tested, under 10 active;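 active means fluorescent ligand binding to cells raised by more than 40% of the manganese-induced maximum; inconclusive means compound's own fluorescence above 85% of the ligand control signal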;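 further: 0% = ligand binding without compound and 100% = manganese-stimulated maximal binding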
Target sequence (P13612 whole entry, looked up): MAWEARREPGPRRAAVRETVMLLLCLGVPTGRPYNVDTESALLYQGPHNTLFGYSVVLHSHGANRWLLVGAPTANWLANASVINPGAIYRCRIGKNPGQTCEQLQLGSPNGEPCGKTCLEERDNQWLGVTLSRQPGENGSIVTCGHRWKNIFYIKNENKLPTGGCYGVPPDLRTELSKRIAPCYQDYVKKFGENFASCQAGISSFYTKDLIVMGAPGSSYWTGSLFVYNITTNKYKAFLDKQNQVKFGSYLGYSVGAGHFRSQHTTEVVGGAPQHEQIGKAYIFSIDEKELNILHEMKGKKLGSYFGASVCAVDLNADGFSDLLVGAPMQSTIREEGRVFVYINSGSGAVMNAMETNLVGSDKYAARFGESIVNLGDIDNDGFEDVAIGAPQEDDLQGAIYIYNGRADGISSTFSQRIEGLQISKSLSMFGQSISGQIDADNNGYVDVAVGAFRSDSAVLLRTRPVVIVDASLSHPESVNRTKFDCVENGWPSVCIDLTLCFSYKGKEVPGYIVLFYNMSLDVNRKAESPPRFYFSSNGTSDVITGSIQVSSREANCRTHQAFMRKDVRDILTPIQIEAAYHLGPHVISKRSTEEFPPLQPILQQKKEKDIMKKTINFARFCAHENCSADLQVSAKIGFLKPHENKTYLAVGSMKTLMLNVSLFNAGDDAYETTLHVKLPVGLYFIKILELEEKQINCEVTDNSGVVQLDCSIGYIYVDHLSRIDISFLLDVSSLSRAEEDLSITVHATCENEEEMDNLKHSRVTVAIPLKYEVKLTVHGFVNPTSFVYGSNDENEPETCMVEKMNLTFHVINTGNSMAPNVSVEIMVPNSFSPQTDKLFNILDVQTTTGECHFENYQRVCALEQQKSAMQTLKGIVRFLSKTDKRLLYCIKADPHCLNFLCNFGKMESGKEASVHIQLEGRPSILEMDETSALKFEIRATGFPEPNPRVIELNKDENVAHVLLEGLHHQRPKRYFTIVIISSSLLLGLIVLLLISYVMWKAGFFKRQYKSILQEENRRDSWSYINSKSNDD
VLA-4 antagonist – inhibition of LDV-FITC ligand binding to human VLA-4 integrin; P13612; Jurkat cells, LDV-FITC binding with Mn2+, flow cytometry; 100% = Mn2+-driven binding gain fully reversed; inhibition, % at 10 µM (by protocol); hit rate 0.2% among 24,000; AID 529;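 active means inhibition above 50%; inconclusive means compound itself fluorescent, judged against control cell fluorescence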;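 further: 0% = Mn2+ stimulated cells lacking compound and 100% = ligand binding without Mn2+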
LNCaP diff act – LNCaP prostate cell differentiation activation | flow cytometry side scatter, 4 d | side scatter shift, % at 10 µM | hit rate 0.56% among 24,000;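 active means side scatter shift above 30%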;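 further: androgen-responsive LNCaP prostate cancer cells in charcoal-stripped serum medium; percent of cells past a gate set so DMSO wells show 10% shift; higher shift means more granular cells and more differentiation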
Autofluor Jurkat – autofluorescence counter-screen for VLA-4 integrin assays; Jurkat cells, compound autofluorescence, flow cytometry; active compounds read high; 1 = vehicle-only cell background; fluorescence ratio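 (tested at 10 µM compound in the well)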; hit rate 0.61% among 24,000; AID 576;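 active means fluorescence ratio above 2.44, which is 1 plus 3 SD of all ratios; inconclusive means signal too bright to measure linearly, ratio around 10 or more; inactive means fluorescence ratio below 2.44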;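 further: green fluorescence of cells measured with 488 nm excitation and 530 nm emission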
* hit, by the source's call; ? = inconclusive; . = not tested or not shown. Some of the compounds tested. The share of hits here may be higher or lower than overall.

The line under a structure holds: VLA-4 agonist	VLA-4 antagonist	LNCaP diff act	Autofluor Jurkat
> COc1ccc(OC)c(NC(=O)C2CCCN(S(=O)(=O)c3cccc4nsnc34)C2)c1 (stereo not drawn)
→ -5	22	1	1.2
> Cc1cccc(C2CC(c3ccccc3)Nc3ncnn32)c1 (stereo not drawn)
→ 2	-4	1	1
> CC(=O)C1C(c2cccc(Oc3ccccc3)c2)NC(=O)NC1(O)C(F)(F)F (stereo not drawn)
→ 6	0	6	0.93
> CCC(=O)NCCCOc1ccccc1
→ 2	9	6	0.98
> COc1ccc(Cn2c(N)c(C#N)c3nc4ccccc4nc32)cc1OC
→ -12	14	16	1.7
> COc1ccccc1Nc1nc(N)nc(CSc2nccc(C)n2)n1
→ 0	2	21	0.95
> O=C(c1cccn2c(=O)c3ccc(Cl)cc3nc12)N1CCN(Cc2ccc3c(c2)OCO3)CC1
→ 2	10	10	1
> CCCCN(C)CCCNC(=O)Cn1c(=O)sc2ccccc21
→ 5	7	1	0.99
> Cc1ccc(O)c(NC(=O)COc2cc(C)ccc2C)c1
→ 2	0	18	1.1
> O=S(=O)(c1ccccc1C(F)(F)F)N1CCOCC1
→ 7	-2	12	0.91

A few values from the entries so far.
Result for O=C(c1cccn2c(=O)c3ccc(Cl)cc3nc12)N1CCN(Cc2ccc3c(c2)OCO3)CC1 in VLA-4 antagonist: 10
Result for O=S(=O)(c1ccccc1C(F)(F)F)N1CCOCC1 in LNCaP diff act: 12
Result for COc1ccc(Cn2c(N)c(C#N)c3nc4ccccc4nc32)cc1OC in VLA-4 antagonist: 14

Continued.
The line under a structure holds: VLA-4 agonist	VLA-4 antagonist	LNCaP diff act	Autofluor Jurkat
> CCC1CCCCN1C(=O)C1CC(c2cc(Cl)c(OC)cc2OC)=NO1 (stereo not drawn)
→ 5	-10	2	1.1
> CCS(=O)(=O)N1CCC(C(=O)NCCCOC)CC1
→ 10	-23	23	0.85
> COc1ccc(CCNc2nc(N3CCOCC3)nc(N3CCOCC3)n2)cc1OC
→ -1	-12	9	1.1
> O=c1c2ccccc2nc2n1CCCCC2
→ 2	-21	14	1
> CCOC(=O)c1ccccc1NC(=O)CSc1nnc(Cc2cccn2C)n1-c1ccc(C)cc1
→ -4	17	3	1
> COC(=O)C(C)Oc1ccc2c3c(c(=O)oc2c1)CCCCC3 (stereo not drawn)
→ -15	-6	11	1.1
> COC(=O)c1cc(OC)c(OC)cc1NC(=O)c1ccc(Br)o1
→ -6	5	9	1.1
> CCOc1cc2[nH]c(=O)n(CC3CCC(C(=O)NC4CCCCC4)CC3)c(=O)c2cc1OCC (stereo not drawn)
→ 1	9	13	0.92
> CCCCNC(=O)c1ccc2c(c1)N(CC)C(=O)CS2
→ -4	4	2	1
> COCCCN1Cc2cccc(C(=O)O)c2C1=O
→ 0	-6	4	0.95
> Cc1cc(=O)oc(C)c1C(=O)NCCC(C)C
→ 6	-8	5	0.98
> CCCc1[nH]nc2c1C(c1ccc(Br)s1)C(C#N)=C(N)O2 (stereo not drawn)
→ -12	8	15	1.2
> COC(=O)c1ccc(CSc2nc3c(c(=O)n2-c2ccc(F)cc2)SCC3)o1
→ -4	16	17	1.1
> CS(=O)(=O)N1CCCC(C(=O)N2CCOCC2)C1 (stereo not drawn)
→ 0	-16	6	1.1
> CCN1CCN(Cc2ccc(NC(=O)Nc3ccc(SC)cc3)cc2)CC1
→ -5	20	15	0.92
> N#CCCN1CCN(S(=O)(=O)c2ccc(S(=O)(=O)N3CCOCC3)cc2)CC1
→ -3	-11	10	1
> Cc1ccc(N(CC(=O)N2CCN(c3ccc(F)cc3)CC2)S(=O)(=O)c2c(C)nn(C)c2C)cc1
→ 9	-11	12	1.1
> Cc1nc2ccccc2c(=O)n1NC(=O)Nc1ccccc1
→ -3	-11	11	1
> O=C(NCc1ccco1)c1ccc2c(=O)n(CC3CCCO3)c(=S)[nH]c2c1 (stereo not drawn)
→ -5	-15	5	1.1
> COc1ccc(C(=O)CN2C3=NCCCN3c3ccccc32)cc1OC
→ 6	-18	9	0.84
> Cc1nc2c([nH]1)C1(CCN(Cc3ccccc3)CC1)C(C#N)=C(N)O2
→ ?	?	1	2
> CCC(=O)Nc1ccc(F)c(Cl)c1
→ -2	4	4	0.95
> O=C(NCc1cccs1)C1CCN(S(=O)(=O)c2ccc(Br)s2)CC1
→ -3	1	4	1.1
> C=CCn1c(SCC(=O)Nc2ccc3c(c2)CCC3)nnc1-c1cccs1
→ ?	?	5	1
> Cc1ccc2c(c1)N(C(=O)CCC(=O)N1CCc3ccccc3C1)CCO2
→ -2	-29	15	1.1
> CCOC(=O)N1CCC(N2Cc3cccc(C(=O)Nc4cc(F)ccc4F)c3C2=O)CC1
→ -7	12	6	1.2
> O=C(COC(=O)CCC(=O)c1cccs1)NCc1ccco1
→ -2	-18	9	1.1
> Cc1ccc(N(CC(=O)Nc2ccc(C)cn2)S(=O)(=O)c2c(C)nn(C)c2C)cc1
→ 2	9	7	0.96
> O=C(NC1CCCCC1)C1c2ccccc2C(=O)N1Cc1ccco1 (stereo not drawn)
→ 0	7	7	1
> CCN(CC)S(=O)(=O)c1ccc2oc(C(=O)Nc3ccc(OC)cc3OC)c(C)c2c1
→ -4	-7	14	0.95
> CCOC(=O)Nc1ccc(S(=O)(=O)N2CCOCC2)cc1
→ 12	-18	25	0.82
> COC(=O)C1=C(C(=O)c2ccccc2)C(c2ccc(OC)c(OC)c2)Nc2nnnn21 (stereo not drawn)
→ 1	41	14	1.2
> CCOc1ccc(N(CC)S(=O)(=O)c2ccc3c(c2)oc(=O)n3C)cc1
→ 0	-14	11	0.96
> O=C(NC1CCCc2ccccc21)C1CCN(S(=O)(=O)c2cccc3nonc23)CC1 (stereo not drawn)
→ -2	5	2	1.1
> CCOC(=O)N1CCN(C(=O)CN(C)S(=O)(=O)c2ccc(OC)c(OC)c2)CC1
→ 4	-20	4	0.96
> Cc1nc2oc3c(NCc4ccccn4)ncnc3c2c2c1COC(C)(C)C2
→ -6	-7	7	1.1
> CC1CC(C)CN(C(=O)CSc2nnc(-c3ccc(Cl)cc3)o2)C1 (stereo not drawn)
→ 1	-3	4	1
> CCN(C(=O)c1ccnc(C(C)(C)C)c1)c1ccccc1
→ 2	-14	7	1
> CCOC(=O)C(C)n1nc(C)c2sc3ccccc3c2c1=O (stereo not drawn)
→ -1	-5	3	1.1
> N/C(=N/O)c1nc(N2CCCCC2)nc(N2CCCCC2)n1
→ 5	-18	9	1

For reference, three of the compounds above:
The line under a structure holds: VLA-4 agonist	VLA-4 antagonist	LNCaP diff act	Autofluor Jurkat
> CCN(C(=O)c1ccnc(C(C)(C)C)c1)c1ccccc1
→ 2	-14	7	1
> CCOC(=O)C(C)n1nc(C)c2sc3ccccc3c2c1=O (stereo not drawn)
→ -1	-5	3	1.1
> N/C(=N/O)c1nc(N2CCCCC2)nc(N2CCCCC2)n1
→ 5	-18	9	1

Later entries.
The line under a structure holds: VLA-4 agonist	VLA-4 antagonist	LNCaP diff act	Autofluor Jurkat
> O/N=C1\CC/C(=N\O)c2nn(-c3ccc(Cl)cc3Cl)nc21
→ -6	20	4	1.1
> CCN1CCN(c2ncnc3sc(C(=O)Nc4ccccc4F)c(C)c23)CC1
→ 2	-2	3	1.1
> Cc1cccc(N2CCN(C(=O)c3ccc(N4CCCC4=O)cc3)CC2C)c1 (stereo not drawn)
→ 3	-40	8	1.1
> O=C(CSc1nc(O)c(Cc2ccccc2)c(=O)[nH]1)Nc1ccccc1
→ -18	13	4	1.2
> CC1(C)CNC(=O)c2sc(N3CCOCC3)nc2C1
→ -13	16	26	0.98
> O=C(CSc1nnc(-c2cccnc2)o1)Nc1ccccn1
→ 1	-8	2	1.1
> Cc1cccc(CCNC(=O)CCc2nc(-c3ccccc3F)no2)c1
→ 0	-11	9	1.1
> CSc1nnc(Cn2c(=O)sc3ccccc32)n1CCc1ccccc1
→ 0	-1	4	1
> CCn1c(=O)cc(SCC(=O)Nc2ccc3c(c2)OCO3)c2ccccc21
→ -12	28	11	1.1
> COc1cccc(-c2noc(N)c2C#N)c1
→ -11	15	4	1.1
> CCOC(=O)C1CCN(c2c(NCCCN(C)C3CCCCC3)c(=O)c2=O)CC1
→ 0	7	2	1.1
> CCOC(=O)N1CCN(C(=O)c2oc3ccc(S(=O)(=O)N4CC(C)CC(C)C4)cc3c2C)CC1 (stereo not drawn)
→ ?	?	2	1.1
> COC(=O)C(C)C1Sc2ccccc2NC1=O (stereo not drawn)
→ 4	-3	12	1.1
> Cn1c(=O)c2c(nc(SCCCC#N)n2Cc2ccccc2F)n(C)c1=O
→ -8	6	5	1.1
> Brc1ccc2c(c1)c1nc3ccccc3nc1n2CCN1CCOCC1
→ -2	-7	9	1.1
> COc1ccccc1NC(=O)N1CCN(c2cccc(C(F)(F)F)c2)CC1
→ -6	0	15	1
> O=C(CCn1c(=O)[nH]c2ccccc2c1=O)Nc1ccccc1
→ -2	4	4	1.1
> O=C(Cn1cnc2c(cnn2-c2ccccc2)c1=O)NCCc1ccccc1
→ 6	-20	13	0.96
> Cc1cccc(-c2nc(CS(=O)CC(=O)NC3CCCC3)c(C)o2)c1 (stereo not drawn)
→ 3	-11	9	0.77
> CC(=O)N(CCN(C(C)=O)c1ccccc1)c1ccccc1
→ 2	-30	6	0.93

Reprinted at random: six entries already listed
The line under a structure holds: VLA-4 agonist	VLA-4 antagonist	LNCaP diff act	Autofluor Jurkat
> CCOC(=O)N1CCN(C(=O)CN(C)S(=O)(=O)c2ccc(OC)c(OC)c2)CC1
→ 4	-20	4	0.96
> Cc1nc2oc3c(NCc4ccccn4)ncnc3c2c2c1COC(C)(C)C2
→ -6	-7	7	1.1
> Cc1cccc(C2CC(c3ccccc3)Nc3ncnn32)c1 (stereo not drawn)
→ 2	-4	1	1
> Brc1ccc2c(c1)c1nc3ccccc3nc1n2CCN1CCOCC1
→ -2	-7	9	1.1
> CCC(=O)Nc1ccc(F)c(Cl)c1
→ -2	4	4	0.95
> CC1CC(C)CN(C(=O)CSc2nnc(-c3ccc(Cl)cc3)o2)C1 (stereo not drawn)
→ 1	-3	4	1

New compounds follow
The line under a structure holds: VLA-4 agonist	VLA-4 antagonist	LNCaP diff act	Autofluor Jurkat
> O=C(CCn1cccc1)Nc1cccc(F)c1
→ -2	20	0	1.1
> Cc1ccc(C)c(N2CCN(S(=O)(=O)c3ccc4c(c3)OCCO4)CC2)c1
→ -7	-4	12	1
> CC(C)NC(=O)c1cc(-c2ccco2)on1
→ 0	7	10	1.1
> CCN(CC)S(=O)(=O)c1ccc(C(=O)Oc2ccc3c(c2)OCO3)cc1
→ 8	-10	11	1
> O=C(CSc1nnc(-c2ccco2)c(-c2ccco2)n1)Nc1ccccc1
→ 3	-12	10	1.1
> CCCCCC1CC(CC(C)C(=O)Nc2nncs2)C(=O)O1 (stereo not drawn)
→ 2	-10	6	1.1
> O=C(NCc1ccccc1)c1cc(S(=O)(=O)N2CCC3(CC2)OCCO3)ccc1F
→ -2	4	8	1.1
> O=C1c2cccnc2C(O)N1Cc1ccco1 (stereo not drawn)
→ 4	-9	3	1
> CCN(CC)CCN1C(=O)C(=O)/C(=C(/O)c2c(C)[nH]c(C(=O)OC)c2C)C1c1ccccc1OC (stereo not drawn)
→ 6	-22	3	0.83
> Cn1c(=O)n(CCc2ccccc2)c(=O)c2c1nc1n2CCN1c1ccccc1
→ 5	11	3	1.1
> Cc1ccc(Cn2nnc3c(=O)[nH]c(C4CCN(S(=O)(=O)c5ccc(F)cc5)CC4)nc32)cc1
→ 6	15	6	1.1
> CC(=O)NC(C)C(c1cccs1)N1CCN(c2ccccc2)CC1 (stereo not drawn)
→ -1	-15	6	1
> CCOC(=O)C1=C(C)N=C2SCCC(=O)N2C1c1cc(Br)ccc1OC (stereo not drawn)
→ -1	-3	5	1.1
> COCCCNC(=O)CS(=O)Cc1nc(-c2ccccc2C)oc1C (stereo not drawn)
→ ?	?	2	1.2
> CCOC(=O)C1CCN(S(=O)(=O)c2cnc[nH]2)CC1
→ ?	?	15	2
> CC(C)COc1ccc(C(=O)OCCN2CCOCC2)cc1
→ 3	-7	4	1
> Cn1c(CNc2ccccc2O)nc2ccccc21
→ 1	-11	5	1.1
> Cn1c(=O)n(C)c2cc(CNc3ccc(N4CCOCC4)c(C(=O)O)c3)ccc21
→ -4	-26	7	0.99
> Cc1cc(C)n2nc(SCC(=O)Nc3ccc(F)cc3)nc2n1
→ 3	2	.	1
> Cc1ccc(S(=O)(=O)N2CCOCC2)cc1C(=O)Nc1ccccn1
→ -5	-1	4	1
> Cc1ccc(NC(=O)CCC(=O)OCC(F)(F)C(F)F)cc1
→ 4	-25	6	0.9
> O=C(COc1ccc(Cl)cc1)NCc1nnc(SCC(=O)NCc2ccc3c(c2)OCO3)o1
→ -1	-12	6	1
> COc1ccc(OC)c(-c2cc(C(=O)NCCCn3ccnc3)no2)c1
→ 0	3	7	1.1
> COc1cccc(C2CC(=O)Nc3c2c(=O)n(C)c(=O)n3C)c1OC (stereo not drawn)
→ 2	-4	2	1.1
> O=C(COc1ccccc1)N1CCN=C1SCc1cccnc1
→ 3	-18	12	0.95
> Cc1nc2ccc(S(=O)(=O)NC(C(=O)Nc3nccs3)C(C)C)cc2s1 (stereo not drawn)
→ -2	-1	9	1
> COc1cc(NC(=O)c2cc(-c3ccco3)on2)c(OC)cc1Cl
→ 9	-6	5	0.89
